MEKK3 PB1 HTS – raises or lowers MEK5 binding to the human MEKK3 PB1 domain; bead-based flow cytometry, Alexa488-MEK5 binding to MEKK3; actives lie on both sides; 0 = blocked by unlabeled MEK5, 100 = vehicle; binding response (% of control), % at 10 µM; 290,000 tested, 1.4% active;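 active means binding response more than 3 SD above or below the average of its plate-row segment, actives on both sides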;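 further: Alexa488 bead fluorescence after subtracting the streptavidin-only scavenger bead signal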
IDE act – boosts human insulin-degrading enzyme activity in HEK cells. 340,000 tested, 0.073% active. FAbeta-B cleavage, fluorescence polarization; 0% vehicle, 100% cell-free pure enzyme wells. P14735. AID 493087. activation, % at 5.96 µM;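 active means activation above the mean of all tested compounds plus 3 SD, set per screening campaign, cut at about 17% in these data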
Target sequence (P14735 whole entry, looked up): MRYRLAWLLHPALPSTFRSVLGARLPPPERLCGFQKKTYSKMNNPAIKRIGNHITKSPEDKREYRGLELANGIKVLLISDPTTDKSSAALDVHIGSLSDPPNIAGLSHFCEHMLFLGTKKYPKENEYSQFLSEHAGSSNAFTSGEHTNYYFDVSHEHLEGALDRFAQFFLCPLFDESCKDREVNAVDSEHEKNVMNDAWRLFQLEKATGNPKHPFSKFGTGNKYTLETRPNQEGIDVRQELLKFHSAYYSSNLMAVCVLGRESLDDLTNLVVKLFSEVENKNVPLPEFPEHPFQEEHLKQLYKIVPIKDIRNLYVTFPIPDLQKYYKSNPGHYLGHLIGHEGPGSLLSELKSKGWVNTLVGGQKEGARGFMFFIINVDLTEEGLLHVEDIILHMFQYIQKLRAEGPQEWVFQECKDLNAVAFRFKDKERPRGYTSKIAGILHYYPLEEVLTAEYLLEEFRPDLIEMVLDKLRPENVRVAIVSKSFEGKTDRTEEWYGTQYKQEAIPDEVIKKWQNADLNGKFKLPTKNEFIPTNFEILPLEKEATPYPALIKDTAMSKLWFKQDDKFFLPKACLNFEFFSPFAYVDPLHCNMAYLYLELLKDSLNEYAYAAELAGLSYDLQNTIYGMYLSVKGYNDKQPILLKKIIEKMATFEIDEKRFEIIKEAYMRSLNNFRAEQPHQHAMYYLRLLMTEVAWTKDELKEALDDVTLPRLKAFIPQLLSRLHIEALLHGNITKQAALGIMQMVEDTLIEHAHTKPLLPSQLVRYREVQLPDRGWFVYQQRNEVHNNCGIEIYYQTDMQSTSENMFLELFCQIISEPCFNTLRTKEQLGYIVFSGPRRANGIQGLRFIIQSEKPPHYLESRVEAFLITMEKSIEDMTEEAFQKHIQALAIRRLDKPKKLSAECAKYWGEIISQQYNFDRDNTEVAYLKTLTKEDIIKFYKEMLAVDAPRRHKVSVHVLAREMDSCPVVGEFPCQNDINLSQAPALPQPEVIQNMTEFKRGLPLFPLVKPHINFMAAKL
PfM18AAP inh – PfM18AAP enzyme inhibition; recombinant PfM18AAP, H-Glu-NHMec fluorogenic cleavage; inhibition, % at 7.35 µM; 290,000 tested, 1.2% active;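 active means inhibition above the campaign mean inhibition over all tested compounds plus 3 SD, cut at about 28% in these data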;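 further: 0% = plate median of test compound wells and 100% = 2 mM ZnCl2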
SUMO HTRF inh – blocks human SUMOylation mediated by UBC9; P63279; HTRF SUMOylation assay, SAE1/SAE2 + UBC9, in vitro; inhibition, % at 35 µM; 290,000 tested, 0.36% active; AID 2006; in the data active means inhibition above about 50%, passing the limit was not always enough; further: strong numbers were not always called active
MEKK2 WT-MEK5 – raises or lowers MEK5 binding to wildtype human MEKK2 PB1 domain. bead flow cytometry, Alexa488-MEK5 binding to MEKK2 WT; actives lie on both sides. binding response (% of control), % at 10 µM. 290,000 tested, 1.1% active. AID 1531; in the data active means binding response below about 67% or above about 130%
NALP1 yeast inh – blocks the NALP1 inflammasome reconstituted in yeast; S. cerevisiae NALP1/ASC/caspase-1 growth, X-gal OD620, 72 h; inhibition, % at 10 µM; 280,000 tested, 0.61% active; AID 2071; in the data active means inhibition mostly above about 24%, no sharp cut-off; inactive means mostly below about 32%; further: some compounds called inactive have numbers as strong as hits
MEKK2mut PB1 HTS – signal of MEK5 binding to mutant human MEKK2 PB1 domain; bead flow cytometry, Alexa488-MEK5 binding to MEKK2 mutant; percent response, % at 10 µM; 290,000 tested, 0.35% active; AID 1530; in the data active means percent response above about 24%, passing the limit was not always enough; further: inactives centre near 1; some results filed as inactive read as strong as hits; reference of the scale not given here
IDE cell inh – inhibits human insulin-degrading enzyme in HEK cells. P14735. FAbetaB cleavage, fluorescence polarization. inhibition, % at 5.59 µM. 320,000 tested, 0.41% active. AID 434962;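 active means percent inhibition above the average of all tested compounds plus 3 SD, set per screening campaign, cut at about 16% in these data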;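 further: IDE supplied by intact live HEK cells; FP after avidin binding of uncleaved biotin substrate so inhibition keeps polarization high; 0% = DMSO wells and 100% = 60 µM reference IDE inhibitor Ii1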
pCIP destab – compounds decreasing mouse p/CIP protein stability; Q05BA5; F442A p/CIP-EGFP cells, EGFP fluorescence, 16 h; decrease of EGFP signal, % at 10 µM; 290,000 tested, 0.01% active;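 active means EGFP signal decrease of at least 30% at 10 µM or well 3 SD below plate mean, unless failing retest; inactive means the rest, including hits failing retest or dose response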; further: some compounds called inactive have numbers as strong as hits; many of its hits are not listed in these tables
Numbers without * were called inactive; · = not tested or not shown. Some of the compounds tested; rates above refer to the full screens.

SMILES	MEKK3 PB1 HTS	IDE act	PfM18AAP inh	SUMO HTRF inh	MEKK2 WT-MEK5	NALP1 yeast inh	MEKK2mut PB1 HTS	IDE cell inh	pCIP destab
COc1ccccc1N1CCN(C(=O)COc2ccc(C)cc2Br)CC1	103	0	3	4	102	-2	2	-5	-10
COC(=O)/C(=C/Nc1ccccc1)[N+](=O)[O-]	105	-2	11	11	102	10	2	3	-8
COC(=O)CCCCCCCCC(O)CN(C)C (stereo not given)	101	8	5	0	103	3	1	7	6
CCCn1c2ccccc2c2cnn(CC(=O)NC3CCCC(C)C3C)c(=O)c21 (stereo not given)	100	6	0	·	96	25	-3	3	-5
CN(C)CC(C(=O)c1ccccc1)c1ccccc1 (stereo not given)	95	1	-7	8	99	18	-3	0	0
COc1ccc(/C=C/C(=O)Nc2cc(C)nn2-c2nc3ccccc3[nH]2)cc1	104	5	1	-21	109	27	8	6	2
O=C1CC(Sc2cccs2)C(=O)N1c1ccccc1 (stereo not given)	96	-9	-47	6	98	1	-6	13	11
CN1CCN(C(=O)c2cc3c(C(F)(F)F)nn(C)c3s2)CC1	95	4	-14	-2	93	33	-3	2	-3
Cc1ccc(C(=O)N/N=C\c2cc(Br)c(Br)o2)cn1	96	·	6	30	93	-1	-6	7	-14
Cc1ccc(-c2nn(-c3ccccc3)cc2/C=C2\SC(=S)N(CC(=O)O)C2=O)cc1	97	0	-4	8	95	36	-9	-2	-10
O=C(c1ccc2c(Cl)c3c(nc2c1)CCCC3)N1CCC(N2CCCCC2)CC1	94	-5	1	4	101	15	5	4	0
Cc1c(C)c2ccc(OCC(=O)NC(Cc3ccc(Cl)cc3)C(=O)O)cc2oc1=O (stereo not given)	96	4	-2	9	102	7	4	2	3
Cc1ccc(NC(=O)c2cc3ccccc3o2)cc1Cl	104	-4	9	-10	107	9	0	·	7
COc1cccc(N2CCN(C(=O)CN(c3cc(C)cc(C)c3)S(=O)(=O)c3c(C)noc3C)CC2)c1	94	0	0	-10	92	17	-3	3	1
Cc1sc2ncnc(SCC(=O)Nc3nc(-c4ccc(F)c(F)c4)cs3)c2c1C	95	1	-3	2	97	-5	-4	1	6
C/C(Cl)=C\Cn1c(N2CCCCCC2)nc2c1c(=O)n(C)c(=O)n2C	99	4	-8	7	103	10	6	-1	-12
CCOc1ccc(-n2cc(C(=O)Nc3ccc(Cl)cn3)c3cc(OC)c(OC)cc3c2=O)cc1	104	-3	4	13	102	32	2	·	-3
CCOC(=O)c1cc2c(nc1N)CC(C)(C)OC2	96	-2	-7	15	99	3	-3	-1	-3
Cc1csc2ncnc(N3CCN(C(=S)Nc4ccc(F)cc4F)CC3)c12	101	·	6	-3	100	2	4	0	-24
COc1ccc(N(CC(=O)Nc2cccc(F)c2)S(=O)(=O)c2c(C)[nH]c(=O)[nH]c2=O)cc1	98	2	-2	18	99	-15	1	12	-6
Cc1nn2c([nH]c(=O)c3ccccc32)c1C=O	109	8	0	20	106	1	6	2	-2
O=C(COc1ccc(S(=O)(=O)NCc2ccccc2)cc1Cl)NCC1CCCO1 (stereo not given)	104	7	3	-4	101	18	0	-3	5
Cc1ccccc1NC1=C(Cl)C(=O)OC1NC(=O)c1ccccc1 (stereo not given)	102	0	-4	16	103	30	4	2	2
COc1ccc2cc1Oc1ccc(cc1)C[C@H]1c3cc(c(OC)cc3CCN1C)Oc1c(O)c(OC)cc3c1[C@H](C2)N(C)CC3	99	·	·	9	115	13	6	-2	-4
COc1ccc(NC(=S)NC(NC(=O)c2cccc3ccccc23)C(Cl)(Cl)Cl)c([N+](=O)[O-])c1 (stereo not given)	103	0	3	-25	105	-1	1	7	0

Ordered by the number under MEKK2mut PB1 HTS (largest number first): 3 from the list above
SMILES	MEKK3 PB1 HTS	IDE act	PfM18AAP inh	SUMO HTRF inh	MEKK2 WT-MEK5	NALP1 yeast inh	MEKK2mut PB1 HTS	IDE cell inh	pCIP destab
COC(=O)/C(=C/Nc1ccccc1)[N+](=O)[O-]	105	-2	11	11	102	10	2	3	-8
COc1cccc(N2CCN(C(=O)CN(c3cc(C)cc(C)c3)S(=O)(=O)c3c(C)noc3C)CC2)c1	94	0	0	-10	92	17	-3	3	1
O=C1CC(Sc2cccs2)C(=O)N1c1ccccc1 (stereo not given)	96	-9	-47	6	98	1	-6	13	11

(more compounds)
SMILES	MEKK3 PB1 HTS	IDE act	PfM18AAP inh	SUMO HTRF inh	MEKK2 WT-MEK5	NALP1 yeast inh	MEKK2mut PB1 HTS	IDE cell inh	pCIP destab
COc1ccc(NC(=O)COC(=O)c2c(F)cccc2Cl)cc1OC	81	·	-8	2	80	20	-11	8	-8
COc1ccc(N(C(C)C(=O)N/N=C/c2ccc(OCC(C)C)cc2)S(C)(=O)=O)cc1 (stereo not given)	90	4	-2	-24	92	6	-4	7	4
Cc1cnc(C(=O)Nc2cc(F)ccc2C)cn1	105	3	-6	-4	98	0	2	3	14
CC(C)c1cc(NC(=O)c2ccccc2)cc(C(C)C)c1O	102	0	7	1	97	1	-2	7	-11
C/C(=N\NC(=S)Nc1ccc(C)cc1)c1cccc(N)c1	104	10	3	-6	95	0	-4	3	-2
CC(C)C(NC(=O)/C(=C\c1ccco1)NC(=O)c1ccco1)C(=O)O (stereo not given)	101	5	9	15	102	2	2	0	-6
COC(CNC(=O)c1cc(C)nn1-c1ccccc1)OC	108	3	5	25	107	3	2	3	-10
CCOc1cc2[nH]c(=O)n(CCCCC(=O)N3CCCCCC3)c(=O)c2cc1OCC	103	7	-3	-1	98	-68	-3	-3	-5
Cn1cccc1CNC(=O)Nc1ccc(Cl)cc1	87	4	4	6	94	0	-9	0	-9
COC(=O)Cn1c(=O)c2c(nc3n2CCCN3CCc2ccc(OC)c(OC)c2)n(C)c1=O	104	2	0	12	106	22	5	-5	-15
O=C(NC1CC1)c1cc(F)c(F)cc1Cl	103	1	-5	9	101	-13	7	1	-11
COc1ccc(CNC(=O)c2coc(=O)c3ccccc23)cc1	53	-1	0	4	57	3	-16	4	5
COc1ccc(C(=O)NCCN2CCCC2)cc1OC	93	4	-4	6	100	26	-1	1	2
CCOCCCNC(=O)CNC(=S)N(Cc1ccc(C)cc1)Cc1ccco1	96	1	-6	-4	94	-4	-4	2	-6
COc1cccc(CN2CCNC(=O)C2CC(=O)N(C)CCc2ccccn2)c1 (stereo not given)	100	8	2	0	105	9	4	6	-8
CC(=O)N1CCC(C(=O)NC2CC(C)(C)Cc3c2cnn3-c2ccc(F)cc2)CC1 (stereo not given)	97	-3	-3	11	99	1	-5	2	18
CCOC(=O)c1[nH]c(=O)[nH]c1CNc1ccccc1C#N	111	2	2	10	108	0	4	1	2
Cc1ccccc1NC(=O)c1cccc(S(C)(=O)=O)c1	105	5	-3	8	102	4	-2	6	-18
CCOc1ccc(S(=O)(=O)N2CCN(Cc3ccc4c(c3)OCO4)CC2)cc1OCC	100	-1	-4	4	100	-1	0	3	-9
O=C(CSc1nnc(Cc2ccc3c(c2)OCO3)n1C1CCCCC1)NC1CCCC1	94	-6	7	5	103	-11	-2	-2	-20
COCCNC(=O)CCC1CCN(C/C=C/c2ccccc2OC)CC1	104	1	-14	5	108	22	2	-2	-4
Cc1cccc(OCC(=O)Nc2ccc3c(c2)nc(CN2CCCCC2)n3C)c1	118	0	3	7	119	·	24	3	8
COc1cccc(NC(=O)[C@H](C)NC(=O)C2CCN(S(=O)(=O)c3ccc(C)cc3)CC2)c1	88	3	7	-4	91	-2	-13	-1	-7
CCOCCCNC(=O)CN1C(=O)COc2ccc(S(=O)(=O)N3CCOCC3)cc21	98	0	2	15	97	-13	1	8	3
CCc1ccc2nc(SCC(=O)Nc3nnc(C)s3)c(C)cc2c1	102	2	-6	11	99	0	-1	7	-9

By substructure: the entries above containing a thiophene ring, fused or not (4)
SMILES	MEKK3 PB1 HTS	IDE act	PfM18AAP inh	SUMO HTRF inh	MEKK2 WT-MEK5	NALP1 yeast inh	MEKK2mut PB1 HTS	IDE cell inh	pCIP destab
O=C1CC(Sc2cccs2)C(=O)N1c1ccccc1 (stereo not given)	96	-9	-47	6	98	1	-6	13	11
CN1CCN(C(=O)c2cc3c(C(F)(F)F)nn(C)c3s2)CC1	95	4	-14	-2	93	33	-3	2	-3
Cc1sc2ncnc(SCC(=O)Nc3nc(-c4ccc(F)c(F)c4)cs3)c2c1C	95	1	-3	2	97	-5	-4	1	6
Cc1csc2ncnc(N3CCN(C(=S)Nc4ccc(F)cc4F)CC3)c12	101	·	6	-3	100	2	4	0	-24

(next part)
SMILES	MEKK3 PB1 HTS	IDE act	PfM18AAP inh	SUMO HTRF inh	MEKK2 WT-MEK5	NALP1 yeast inh	MEKK2mut PB1 HTS	IDE cell inh	pCIP destab
O=C(/C=C/c1ccc2c(c1)OCO2)c1ccc[nH]1	102	4	19	26	99	21	1	3	3
CO/N=C(/CS(=O)Cc1ccc(Cl)cc1)c1ccc(Cl)cc1 (stereo not given)	105	1	-1	1	103	34	1	6	-9
CC1(C)CC(n2c(=S)[nH]c3ccccc3c2=O)CCO1 (stereo not given)	·	6	6	-2	·	31	·	-5	2
COC(=O)C(NC(=O)c1ccc(OC)cc1)(Nc1ncc(S(=O)(=O)c2ccc([N+](=O)[O-])cc2)s1)C(F)(F)F (stereo not given)	99	-2	0	-19	99	18	-1	0	1
O=C1OCCC1Sc1nc2ccccc2n1-c1ccccc1 (stereo not given)	109	4	1	9	111	-3	2	1	-9
CCN(CC)CCN1C(=O)C(O)=C(C(=O)c2cc3cccc(OC)c3o2)C1c1cccs1 (stereo not given)	103	·	5	2	99	0	1	5	-2
COc1ccc(NC(=O)CS(=O)(=O)c2ccc(F)cc2)cc1	103	-2	-3	2	108	8	5	-2	7
O=C(c1cc2ccccc2o1)N1CCN(c2cccc(C(F)(F)F)c2)CC1	98	2	0	4	97	16	-3	-7	-5
COC(=O)C1=C(COc2ccc(F)cc2)NC(=O)NC1c1ccc(C)cc1C (stereo not given)	100	-4	-2	-10	97	18	2	3	-6
O=C1NCC(NC(=O)C(F)(F)F)c2cc3c(cc21)OCO3 (stereo not given)	95	4	-2	30	95	9	-5	-3	-8
O=C(O)CN1C(=O)/C(=C\c2cc(Br)ccc2OCc2ccccc2Cl)SC1=S	99	0	11	-11	99	-7	4	2	6
COc1ccc(C2=Nn3c(nnc3-c3ccco3)SC2)cc1OC	92	2	1	18	93	18	-10	1	-5

Shown with values under each structure: five of the compounds above.
Values run as follows: MEKK3 PB1 HTS | IDE act | PfM18AAP inh | SUMO HTRF inh | MEKK2 WT-MEK5 | NALP1 yeast inh | MEKK2mut PB1 HTS | IDE cell inh | pCIP destab
O=C1OCCC1Sc1nc2ccccc2n1-c1ccccc1 (stereo not given)
 : 109 | 4 | 1 | 9 | 111 | -3 | 2 | 1 | -9
CCN(CC)CCN1C(=O)C(O)=C(C(=O)c2cc3cccc(OC)c3o2)C1c1cccs1 (stereo not given)
 : 103 | · | 5 | 2 | 99 | 0 | 1 | 5 | -2
COc1ccc(NC(=O)CS(=O)(=O)c2ccc(F)cc2)cc1
 : 103 | -2 | -3 | 2 | 108 | 8 | 5 | -2 | 7
O=C(c1cc2ccccc2o1)N1CCN(c2cccc(C(F)(F)F)c2)CC1
 : 98 | 2 | 0 | 4 | 97 | 16 | -3 | -7 | -5
COC(=O)C1=C(COc2ccc(F)cc2)NC(=O)NC1c1ccc(C)cc1C (stereo not given)
 : 100 | -4 | -2 | -10 | 97 | 18 | 2 | 3 | -6
